# H37Rv inhibition: M. tuberculosis growth inhibition, HTS (AID 449762); 330,000 compounds, 0.59% hits; M. tuberculosis H37Rv growth inhibition, 7H9 media; higher % means a stronger effect; one-dose inhibition, % at 25 µM; IC50 in µM for titrated hits; in the data active = a potency from the dose series; inconclusive = inhibition above about 70% without an active follow-up result;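 also: bacterial growth assessed after seven days of incubation; strong numbers were not always called active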
# inhibitors of VEEV: inhibitors of VEEV TC-83 cytopathic effect, confirmation, Vero cells (AID 588727) | Vero cells, VEEV TC-83 cytopathic effect inhibition; higher % means a stronger effect | inhibition, % at 20 µM, or IC50 in µM where a hit was titrated | 350,000 compounds, 0.13% hits; in the data active = a potency from the dose series; inconclusive = inhibition mostly from about 14% at the one dose, without a potency; inactive = the rest, 99 in 100 with inhibition below about 12%; also: strong numbers were not always called active
# tuberculosis growth: growth inhibition of non-replicating M. tuberculosis (AID 488890); Mycobacterium tuberculosis non-replicating, growth inhibition; higher % means a stronger effect; one-dose inhibition, % at 25 µM; IC50 in µM for titrated hits; 320,000 compounds, 0.39% hits; in the data active = a potency from the dose series; inconclusive = inhibition mostly from about 82% at the one dose, without a potency; inactive = the rest, 99 in 100 with inhibition below about 76%;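 also: plate controls were DMSO cells for no effect and high antibiotic wells for full effect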
# Salmonella PhoP GFP: PhoP regulon inhibitors, Salmonella typhi PhoP promoter GFP reporter, confirmatory (AID 1850); Salmonella Typhi PhoP-promoter GFP reporter, fluorescence, 4 h; higher % means a stronger effect; inhibition, % at 50 µM, or IC50 in µM where a hit was titrated; 310,000 compounds, 0.33% hits; in the data active = a potency from the dose series; inconclusive = inhibition mostly from about 25% at the one dose, without a potency; inactive = the rest, 99 in 100 with inhibition below about 19%;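 also: 0% = induced wells with vehicle and 100% = uninduced wells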
# influenza NS1A: NS1A inhibition, H1N1 influenza, cell based functional assay (AID 504329) | one-dose inhibition, % at 12.5 µM; IC50 in µM for titrated hits | NS1A functional cell-based assay, percent inhibition; higher % means a stronger effect | 340,000 compounds, 0.3% hits; in the data active = a potency from the dose series; inconclusive = inhibition above about 27% without an active follow-up result; also: strong numbers were not always called active
# inhibitors of VEEV 10K pilot screen: recorded beside inhibitors of VEEV, whose call it bears; inhibition, %; measured here: 10K pilot screen inhibition
# * hit, by the source's call; i = inactive; ? = inconclusive; . = not tested or not shown; & = joins results of further samples.
SMILES,H37Rv inhibition,inhibitors of VEEV,tuberculosis growth,Salmonella PhoP GFP,influenza NS1A,others
Cc1ccc(Cl)cc1N1CCN(CC(O)COCc2ccco2)CC1 (stereo not drawn),4.5%,i,18.7%,-9.3%,-3.6%,
Cc1cccc2c(C(=O)N3CCCCC3)cc(-c3ccccc3)nc12,23.0%,4.7%,13.4%,-1.1%,-1.6%,
COc1ccc(/C=N/N(C)C2=NCCN2)c(OC)c1OC,0.4%,i,-4.5%,-6.0%,-3.1%,
COc1ccc(NC(=S)NCC2CCCO2)c(OC)c1 (stereo not drawn),-7.2%,0.1%,-6.8%,-0.1%,3.2%,
O=C(Nc1cccc(S(=O)(=O)C(F)F)c1)c1ccc(S(=O)(=O)N2CCCCC2)cc1,8.2%,7.7%,10.8%,0.4%,3.2%,
COc1cc(S(=O)(=O)N2CCN(Cc3ccc4c(c3)OCO4)CC2)c(C)cc1C,-5.3%,i,21.3%,-17.8%,1.7%,
CC/S(C)=N/S(=O)(=O)c1ccc(C)cc1 (stereo not drawn),15.9%,0.3%,-4.4%,1.4%,-3.4%,
O=C(CN1C(=O)COc2ccccc21)N1CCCC1,-1.0%,0.3%,-3.3%,0.8%,-24.5%,
CCCC(=O)Nc1nc2c(C)c(Cl)ccc2s1,14.5%,3.5%,62.5%,6.6%,-13.8%,
CCN(CCCNC(=O)CCn1c(=S)[nH]c2cc3c(cc2c1=O)OCO3)c1cccc(C)c1,2.3%,0.1%,-8.8%,7.9%,3.5%,
CCn1cc(-c2cc(C(=O)O)c3ccccc3n2)cn1,0.2%,i,-8.8%,4.2%,1.6%,
O=C(/C=C/c1cccc(Br)c1)N1CCN(c2cccc(C(F)(F)F)c2)CC1,-3.1%,2.3%,58.7%,0.4%,-2.3%,
Cn1ccnc1-c1ccc(-c2nccn2C)cc1,1.0%,i,6.0%,-6.2%,-4.3%,
O=C(Nc1ccccc1)Nc1nc(-c2ccc(F)cc2)cs1,4.0%,3.4%,3.7%,-4.5%,3.2%,
O=C1CCN(CCc2ccccc2)CCN1CCSc1ccc(Br)cc1,?,i,15.3%,-2.2%,-16.8%,
Cc1ccc(F)cc1NC(=O)CN1CCN(c2ccccn2)CC1,-0.6%,1.3%,0.8%,-8.0%,-3.7%,
Clc1ccc2nc(-c3ccccc3)cn2c1,1.5%,i,-22.6%,4.9%,2.1%,
COc1ccc(C(=O)C2CCCN(C(=O)COc3ccc(C(C)=O)cc3)C2)cc1F (stereo not drawn),-7.9%,0.8%,26.0%,-15.4%,1.2%,
CC1CCN(c2c(NCC3CCC(C(=O)NCCC4=CCCCC4)CC3)c(=O)c2=O)CC1 (stereo not drawn),2.3%,0.4%,31.7%,-0.8%,7.4%,
C=CCN1C(=O)/C(=c2\sc3nc(=O)c(Cc4ccc(OC)c(OC)c4)nn3c2=O)c2ccccc21,8.2%,2.0%,-1.9%,-6.9%,.,
C/C(CCc1ccco1)=N\NC(=O)CNc1c(Br)cc(Br)cc1Br,3.8%,1.9%,1.6%,3.4%,-12.2%,
Cc1[nH]c2ccccc2c1SCC(=O)N1CCC(C)CC1,0.8%,2.6%,17.1%,-7.4%,-6.3%,
C[n+]1ccccc1/C=C/c1ccc([N+](=O)[O-])cc1,1.4%,1.8%,11.8%,-0.4%,2.1%,
CCCCn1c(N)c(N(CCOC)C(=O)c2cc3ccccc3cc2OC)c(=O)[nH]c1=O,0.1%,2.1%,-1.0%,0.8%,-4.3%,
CCn1c(Cc2ccccc2)nnc1SCC(=O)Nc1ccccc1,-6.4%,1.6%,-3.0%,-4.8%,-20.1%,
SMILES,H37Rv inhibition,inhibitors of VEEV,tuberculosis growth,Salmonella PhoP GFP,influenza NS1A,others
O=C(CCCN1C(=O)NC2(CCCC2)C1=O)N1CCN(S(=O)(=O)c2ccccc2)CC1,2.8%,0.7%,-3.3%,.,-10.1%,
COc1cc2c(c(OC)c1OC)-c1ccc(O)c(=O)cc1C(NC(C)=O)CC2 (stereo not drawn),4.1%,9.9%,-3.0%,-1.7%,-1.8%,
COc1ccc(/C=N/O)cc1COc1ccc(NC(C)=O)cc1,5.3%,i,0.5%,-0.1%,4.2%,
Cc1ccccc1OCc1nnc2n1CC(C)S2 (stereo not drawn),-4.6%,0.1%,-3.4%,-6.7%,-5.0%,
CCOC(=O)COc1c(OC)cc(Cl)cc1C1Nc2ccccc2C(=O)N1c1ccc(F)cc1 (stereo not drawn),0.5%,i,33.0%,-10.8%,-3.8%,
O=C(N/N=C/c1c[nH]c2ccccc12)c1cccc(O)c1,-6.7%,0.4%,1.0%,40.9%,-7.2%,
CC(C)CNC(=O)CN1C(=O)NC2(CCc3ccccc32)C1=O (stereo not drawn),-4.1%,0.5%,2.6%,-20.3%,2.9%,
CCOC(=O)/C(=C\c1cccnc1)C(=O)c1cc(C(C)=O)c(Nc2ccccc2)s1,47.2%,10.1%,?,1.5%,-2.8%,
Cc1c(NC(=O)COC(=O)C2CC3C=CC2C3)c(=O)n(-c2ccccc2)n1C (stereo not drawn),-0.4%,i,-3.3%,-4.2%,-26.5%,
COc1cccc(Oc2nc(-c3ccncc3)nc3ccccc23)c1,?,10.1%,35.5%,-1.5%,.,
CCOC(=O)C1CCN(C(=O)c2cc3c(OC)c(OC)c(OC)cc3[nH]2)CC1,1.1%,0.6%,-3.5%,-0.2%,19.2%,
Nn1c(SCC(=O)NC(=O)Nc2ccc3c(c2)OCCO3)nnc1C1CC1,-6.9%,0.4%,23.7%,4.2%,-12.1%,
COc1cccc(NC(=O)C(=S)NC2CCCCC2)c1,-1.3%,1.3%,34.7%,-4.4%,-3.4%,
O=C(NCc1ccoc1)c1ccc(NC(=O)c2ccccc2Cl)cc1,2.1%,8.9%,3.4%,0.7%,4.8%,
O=C(NC1CCCCC1)C(Cc1ccccc1)N1C(=O)C2C3CCC(C3)C2C1=O (stereo not drawn),4.5%,1.2%,4.7%,-12.6%,-9.0%,
O=C(CCN1C(=O)COc2ccccc21)N1CCN(c2ccccn2)CC1,2.2%,i,3.4%,-1.4%,-19.6%,
CCOC(=O)c1cnn(-c2nc(-c3ccccc3F)cs2)c1C(F)(F)F,36.3%,i,59.2%,0.9%,-6.6%,inhibitors of VEEV 10K pilot screen=1.7
CC(C)(C)c1cc[n+](C2=C([O-])c3ccccc3C(=O)/C2=N\S(=O)(=O)c2ccccc2)cc1,3.5%,1.5%,35.9%,-0.4%,.,
Cc1ccccc1OCc1nc2ccccc2c(=O)n1/N=C/c1ccco1,0.0%,10.4%,23.0%,-6.3%,-11.0%,
CCCCc1c(O)nc(SCC(=O)c2ccccc2)[nH]c1=O,5.0%,7.9%,?,8.5%,-12.0%,
COc1cc2c(cc1OC)C(COc1cccc(C(F)(F)F)c1)NCC2 (stereo not drawn),-3.6%,0.1%,19.2%,-3.9%,2.6%,
COc1ccc(N(CC(=O)N2CCN(c3ccccc3F)CC2)S(=O)(=O)c2c(C)noc2C)cc1,7.1%,0.8%,-5.5%,-2.8%,5.2%,
N#C/C(=C(/O)c1ccco1)c1nc2ccccc2s1,4.4%&-1.9%,0.4%,?,-7.9%&28.9%,-13.3%&-11.1%,inhibitors of VEEV 10K pilot screen=0.0
Fc1ccccc1CN1CCC(Cc2ccccc2)CC1,2.4%,0.5%,35.4%,-2.5%,-2.9%,
CCC1CCCCN1CCN1C(=O)C2C(C(=O)Nc3cccc(OC)c3)C3C=CC2(O3)C1C(=O)NC1CCCCC1 (stereo not drawn),-4.2%,0.2%,6.2%,-4.3%,-7.1%,
SMILES,H37Rv inhibition,inhibitors of VEEV,tuberculosis growth,Salmonella PhoP GFP,influenza NS1A,others
COC(=O)c1[nH]c2cc(OC)ccc2c1NC(=O)CCN1CCCC(C)(C)C1,-11.2%,i,5.6%,-11.8%,-0.7%,
O=C(COc1ccccc1)Nc1c2c(nn1-c1ccccc1)CS(=O)C2 (stereo not drawn),0.4%,0.2%,-1.1%,-7.0%,-0.7%,
COc1ccc(CCNC(=O)c2nnn(-c3cc(C)cc(C)c3)c2N)cc1OC,-4.5%,1.5%,6.7%,2.0%,-6.0%,
Cc1noc(C)c1COc1cccc(C(=O)Nc2cccnc2)c1,-3.2%,1.9%,4.7%,10.5%,-4.4%,
CCCSc1nnc(C(C)C)n1N,-4.3%,1.0%,-1.8%,-8.8%,-1.4%,
O=C(CCC(=O)Nc1cccc(C(F)(F)F)c1)NCC1CCCO1 (stereo not drawn),-0.9%,1.2%,-18.7%,2.4%,-3.3%,
CCOC(=O)N1CCN(C/C(Cl)=C/c2ccccc2)CC1,5.0%,i,65.7%,-4.7%,-9.2%,
Cc1[nH]c2ccccc2c1C(=O)NS(=O)(=O)Nc1ccc(Cl)cc1,-4.6%,2.1%,9.4%,11.4%,-14.4%,
COc1ccc(C(=O)N2CC3(CC(c4cccc([N+](=O)[O-])c4)=NO3)C[C@H]2C(=O)NCC(N)=O)cc1 (stereo partly drawn),3.1%,i,-7.8%,-3.4%,-11.4%,
Cc1ccc(CN(Cc2ccco2)C(=S)NCC(=O)NCc2cccnc2)cc1,-0.4%,0.9%,32.4%,-4.5%,-3.5%,
Nc1nc(NCc2ccco2)nc(N2CCOCC2)c1[N+](=O)[O-],1.1%,1.5%,-0.7%,-7.0%,-25.3%,
ClC1=CCC2CN(CCN3CCCCC3)CC2C1 (stereo not drawn),-11.9%,1.2%,-6.9%,-8.1%,-5.2%,
O=C(CC1C(=O)NCCN1Cc1ccccc1C(F)(F)F)NC1CCCCC1 (stereo not drawn),8.1%,1.1%,4.2%,-23.4%,11.8%,
Cc1cc(C)c(S(=O)(=O)Nc2ccc(N3CCOCC3)cc2)c(C)c1,10.3%,i,-0.7%,-3.9%,3.9%,
O=C(O)c1nn(-c2ccc(F)cc2)ccc1=O,0.1%,i,9.6%,-12.0%,20.4%,

# 13 neighbouring records out of the list so far, for reference:
SMILES,H37Rv inhibition,inhibitors of VEEV,tuberculosis growth,Salmonella PhoP GFP,influenza NS1A,others
COc1ccc(CCNC(=O)c2nnn(-c3cc(C)cc(C)c3)c2N)cc1OC,-4.5%,1.5%,6.7%,2.0%,-6.0%,
Cc1noc(C)c1COc1cccc(C(=O)Nc2cccnc2)c1,-3.2%,1.9%,4.7%,10.5%,-4.4%,
CCCSc1nnc(C(C)C)n1N,-4.3%,1.0%,-1.8%,-8.8%,-1.4%,
O=C(CCC(=O)Nc1cccc(C(F)(F)F)c1)NCC1CCCO1 (stereo not drawn),-0.9%,1.2%,-18.7%,2.4%,-3.3%,
CCOC(=O)N1CCN(C/C(Cl)=C/c2ccccc2)CC1,5.0%,i,65.7%,-4.7%,-9.2%,
Cc1[nH]c2ccccc2c1C(=O)NS(=O)(=O)Nc1ccc(Cl)cc1,-4.6%,2.1%,9.4%,11.4%,-14.4%,
COc1ccc(C(=O)N2CC3(CC(c4cccc([N+](=O)[O-])c4)=NO3)C[C@H]2C(=O)NCC(N)=O)cc1 (stereo partly drawn),3.1%,i,-7.8%,-3.4%,-11.4%,
Cc1ccc(CN(Cc2ccco2)C(=S)NCC(=O)NCc2cccnc2)cc1,-0.4%,0.9%,32.4%,-4.5%,-3.5%,
Nc1nc(NCc2ccco2)nc(N2CCOCC2)c1[N+](=O)[O-],1.1%,1.5%,-0.7%,-7.0%,-25.3%,
ClC1=CCC2CN(CCN3CCCCC3)CC2C1 (stereo not drawn),-11.9%,1.2%,-6.9%,-8.1%,-5.2%,
O=C(CC1C(=O)NCCN1Cc1ccccc1C(F)(F)F)NC1CCCCC1 (stereo not drawn),8.1%,1.1%,4.2%,-23.4%,11.8%,
Cc1cc(C)c(S(=O)(=O)Nc2ccc(N3CCOCC3)cc2)c(C)c1,10.3%,i,-0.7%,-3.9%,3.9%,
O=C(O)c1nn(-c2ccc(F)cc2)ccc1=O,0.1%,i,9.6%,-12.0%,20.4%,

# Three compounds out of the list, ordered by number of heavy atoms, lowest first.
SMILES,H37Rv inhibition,inhibitors of VEEV,tuberculosis growth,Salmonella PhoP GFP,influenza NS1A,others
O=C(O)c1nn(-c2ccc(F)cc2)ccc1=O,0.1%,i,9.6%,-12.0%,20.4%,
Nc1nc(NCc2ccco2)nc(N2CCOCC2)c1[N+](=O)[O-],1.1%,1.5%,-0.7%,-7.0%,-25.3%,
O=C(CC1C(=O)NCCN1Cc1ccccc1C(F)(F)F)NC1CCCCC1 (stereo not drawn),8.1%,1.1%,4.2%,-23.4%,11.8%,

# Bioassay records from PubChem.
